Compound activity deposited in PubChem BioAssay by several laboratories.
aDG glyco up: activators of alpha-DG glycosylation, primary screen, uHTS, Pro5-aDG cells, AlphaScreen; activation, % at 10 µM; 360,000 compounds, 0.22% hits; alpha-DG glycosylation AlphaScreen (IIH6); 0% Pro5, 100% B10-LARGE cell signal;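 active means activation of at least 8% versus controls, or a plate z-score of at least 8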;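 further: Pro5 are CHO cells carrying HIG-tagged alpha-DG that lacks glycosylation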
HTR2A ag: mouse Htr2a agonists via beta-arrestin recruitment, primary screen, cell-based, luminescence; AID 624169, 2012; 360,000 compounds, 0.66% hits; CHO-K1 mHTR2A beta-arrestin complementation; percent of 30 µM serotonin response; activation, % at 7.6 µM; 5-hydroxytryptamine receptor 2A (Mus musculus), P35363;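 active means activation above a run cutoff, the mean activation of all tested compounds plus 3 SD, cut at about 14% in these data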;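 further: 0% = plate median of compound wells and 100% = 30 µM serotonin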
ABCB6 inh MLPCN: ABCB6 transporter inhibitors, primary screen, K562-ABCB6 cells, flow cytometry, MLPCN library. 360,000 compounds, 0.19% hits. AID 602162, 2011. fluorescence ratio to DMSO, % at 10 µM. K562-ABCB6 porphyrin accumulation, 1 h; hits give low values;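 active means fluorescence ratio to DMSO below 75%, the collection mean minus 3 SD; inconclusive means too few cells collected in the well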;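 further: signal is porphyrin accumulated inside mitochondria; 100% equals median channel fluorescence of DMSO control wells; lower ratio means ABCB6 inhibition with less porphyrin fluorescence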
Target sequence (Q9NP58 whole entry, looked up): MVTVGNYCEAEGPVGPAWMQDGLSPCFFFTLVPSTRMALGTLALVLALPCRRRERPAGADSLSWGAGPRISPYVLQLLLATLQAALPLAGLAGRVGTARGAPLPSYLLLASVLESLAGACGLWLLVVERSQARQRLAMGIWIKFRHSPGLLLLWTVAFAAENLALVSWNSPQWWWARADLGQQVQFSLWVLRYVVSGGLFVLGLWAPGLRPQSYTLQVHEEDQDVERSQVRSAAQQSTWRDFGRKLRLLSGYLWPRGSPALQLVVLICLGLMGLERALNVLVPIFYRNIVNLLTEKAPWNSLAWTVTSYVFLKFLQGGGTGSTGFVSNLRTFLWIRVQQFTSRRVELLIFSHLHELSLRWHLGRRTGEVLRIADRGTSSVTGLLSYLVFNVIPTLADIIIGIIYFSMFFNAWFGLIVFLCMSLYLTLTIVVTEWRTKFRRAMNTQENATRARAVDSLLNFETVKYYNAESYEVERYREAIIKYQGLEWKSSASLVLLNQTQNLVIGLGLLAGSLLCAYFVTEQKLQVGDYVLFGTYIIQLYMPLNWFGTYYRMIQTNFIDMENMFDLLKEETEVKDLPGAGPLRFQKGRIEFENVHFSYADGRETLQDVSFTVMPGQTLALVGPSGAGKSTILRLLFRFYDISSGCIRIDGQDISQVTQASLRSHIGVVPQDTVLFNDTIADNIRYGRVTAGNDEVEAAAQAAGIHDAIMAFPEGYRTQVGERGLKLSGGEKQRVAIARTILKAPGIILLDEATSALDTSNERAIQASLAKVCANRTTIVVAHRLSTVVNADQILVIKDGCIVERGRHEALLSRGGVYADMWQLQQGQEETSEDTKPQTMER
H9c2 protect: cardioprotection against H2O2-induced cell death, primary screen, uHTS, H9c2 cells, ATPLite luminescence; H9c2 cardiomyocytes, H2O2 injury protection, 2 h; protection from H2O2 cell death, % at 20 µM; 360,000 compounds, 0.63% hits;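 active means compounds giving at least 50% protection of heart cells from peroxide-induced death in the single-dose screen, raw or plate-pattern-corrected value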;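 further: 0% = DMSO wells with peroxide and 100% = DMSO wells without peroxide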
hiPSC survival: enhancers of single-cell hiPSC survival, primary screen, ATPlite luminescence; AID 602274, 2012; 100% = ROCK inhibitor wells, 0% = DMSO; 360,000 compounds, 0.044% hits; survival enhancement, % at 20 µM; in the data active means survival enhancement above about 18%;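 further: cells exposed to compounds for 16 hours before the ATP read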
Glyco luc inh: increase of ERlucT glycosylation luciferase signal, primary screen, N-linked glycosylation inhibitor project, D54 ERlucT cells, luminescence, set 2 | D54 ERlucT glycosylation luciferase reporter, 24 h; percent of 100 nM tunicamycin response | reporter increase, % at 12.5 µM | 360,000 compounds, 0.23% hits | AID 588692, 2011;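 active means mean luciferase reporter signal, scaled so untreated is 0 and the glycosylation-blocking control 100, at or above a set limit in every replicate; inconclusive means mean reaches the limit but not every replicate does; inactive means mean below the limit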;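 further: luciferase carries N-glycosylation sites so blocking glycosylation raises the light; 0% = median of neutral control wells and 100% = median of 100 nM tunicamycin wells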
MC4R antag cAMP: MC4R antagonists of cAMP signaling, primary screen, cell-based, TR-FRET, antagonist arm of biased-ligand search | Melanocortin receptor 4 (Homo sapiens), P32245 | MC4R-expressing cells, MTII-stimulated cAMP, LANCE TR-FRET | inhibition, % at 6.5 µM | 360,000 compounds, 0.48% hits;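 active means inhibition above its plate's cutoff, the mean of tested wells on that plate plus 3 SD, cut at about 29% in these data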;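 further: 0% = Melanotan II alone and 100% = Melanotan II plus saturating MCL0020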
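Material: human MC4R-expressing U2OS cells. Probe or stimulus: Melanotan II challenge. Dosing: 6.5 µM single dose. Times: 30-min compound, 1-h challenge, 1-h detection, room temperature. Technique: TR-FRET with Eu-cAMP and labeled anti-cAMP, 671 nm. Replication: singlicate.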
MC4R barr agon: MC4R agonists recruiting beta-arrestin, primary screen, cell-based, luminescence, agonist arm of biased-ligand search; activation, % at 8.9 µM; 360,000 compounds, 0.98% hits; U2OS MC4R beta-arrestin complementation; percent of melanotan II response, DMSO zero; Melanocortin receptor 4 (Homo sapiens), P32245;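 active means activation above a per-plate cutoff, the mean activation of sample wells on that plate plus 3 SD, cut at about 8% in these data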
ABHD5-PLIN5 inh: ABHD5-PLIN5 interaction inhibitors, primary screen, cell lysate, split luciferase complementation, luminescence; Split G. princeps luciferase complementation, 4 h; inhibition, % at 4 µM; 360,000 compounds, 0.78% hits; AID 602281, 2012;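 active means inhibition above the mean inhibition across every tested compound plus 3 SD, cut at about 22% in these data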;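 further: 0% = DMSO only wells and the 100% control is not disclosed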
Exocytosis inh: LAMP-1 surface exposure blockers, TALL-104 cells – cell-based, flow cytometry, MLPCN library, primary screen. AID 651702, 2012. 360,000 compounds, 0.66% hits. inhibition, % at 10 µM. TALL-104 LAMP-1 surface exposure; cells stimulated with thapsigargin and PMA;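 active means inhibition above about 55%, limit read from the data; inconclusive means no clear call, values can overlap the other calls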
Starred values were filed as active, the others as inactive; ? = inconclusive; . = no result given; & = joins results of further samples. Hits appear at their usual frequency; overall some 4.5% were active at least once.

SMILES	aDG glyco up	HTR2A ag	ABCB6 inh MLPCN	H9c2 protect	hiPSC survival	Glyco luc inh	MC4R antag cAMP	MC4R barr agon	ABHD5-PLIN5 inh	Exocytosis inh
Nc1cc2sc(-c3ccc(C(=O)O)cc3)nc2cc1Cl	-0.1	6.9	101.0	-20.6	-2.3	-13.2	12.5	-0.6	-0.8	-2.9
COCc1ccccc1C1=CC(=O)C[C@H](c2ccc(OC)cc2)C1	0.0	-1.6	95.0	-8.5	-1.0	0.3	11.4	-0.9	-3.5	32.3
CN(C)CCCNc1cc(Cl)c(S(=O)(=O)N2CCCCC2)cc1C(=O)O	0.2	-2.8	98.0	-6.6	-1.0	1.5	5.5	0.5	3.0	-6.1
O=C1c2ccccc2C(=O)N1CSc1nnc(Nc2ccccc2F)s1	-0.1	4.3	87.0	23.1	-0.8	1.4	-12.2	-0.1	-3.7	-1.9
CSc1sc(C(=O)Nc2ccc(F)cc2F)c2c1C=CCC2	-0.1	0.9	104.0	43.2	-0.6	-2.1	2.2	2.6	-0.4	-0.3
O=C(COC(=O)c1ccc(O)cc1O)Nc1ccc2c(c1)OCCO2	0.3	-3.9	90.0	-8.3	-0.1	1.2	4.7	-2.4	-0.4	1.9
COc1ccc(C2CC(O)(C(C)(C)O)NO2)cc1 (stereo not drawn)	0.0	-0.8	100.0	2.0	-0.4	-0.5	6.4	0.4	9.3	-1.7
OC[C@@H]1[C@@H](c2ccc(Cl)cc2)C(c2ccc(F)cc2)=NN1c1ccccc1	1.1	4.1	100.0	-28.0	-0.9	-4.1	9.5	3.2	-16.7	6.3
Cc1cc(S(=O)(=O)NCCCN2CCOCC2)ccc1F	-0.2	0.8	111.0	2.8	-1.6	1.6	13.1	-1.7	-1.7	-4.1
COc1ccc(-c2sc(Nc3ccccc3)n[n+]2-c2ccc(F)cc2)cc1Br	1.4	0.8	99.0	1.7	-3.3	2.1	2.0	-1.6	5.5	-6.7
CCNC(=S)N1CCN(C(=O)C(Cc2ccccc2)NC(C)=O)CC1 (stereo not drawn)	0.1	7.6	97.0	2.0	0.4	-1.4	-8.8	0.8	7.2	1.6
COc1ccc(-c2cc(C(=O)Nc3cc(OC)c(OC)c(OC)c3)no2)cc1	0.2	-0.9	102.0	-6.3	-0.4	1.2	-2.0	0.3	6.6	-11.9
Cn1cc(C(=O)NCc2ccc(F)cc2)cn1	0.1	4.0	105.0	-5.1	0.4	2.2	5.4	2.3	-7.9	-1.5
O=C(NC(Cc1ccccc1)C(=O)O)/C(=C/c1ccco1)NC(=O)c1cccc([N+](=O)[O-])c1 (stereo not drawn)	0.3	3.2	100.0	-3.5	-2.0	0.3	-1.2	0.8	0.1	-13.3
COc1ccc(C2CC(=O)Oc3cc(OC)c(OC)c(OC)c32)cc1 (stereo not drawn)	-0.2	-4.5	98.0	-4.6	4.6	2.8	1.9	1.2	-6.1	-2.2

Gathered by group: the entries above with a COOH group
SMILES	aDG glyco up	HTR2A ag	ABCB6 inh MLPCN	H9c2 protect	hiPSC survival	Glyco luc inh	MC4R antag cAMP	MC4R barr agon	ABHD5-PLIN5 inh	Exocytosis inh
Nc1cc2sc(-c3ccc(C(=O)O)cc3)nc2cc1Cl	-0.1	6.9	101.0	-20.6	-2.3	-13.2	12.5	-0.6	-0.8	-2.9
CN(C)CCCNc1cc(Cl)c(S(=O)(=O)N2CCCCC2)cc1C(=O)O	0.2	-2.8	98.0	-6.6	-1.0	1.5	5.5	0.5	3.0	-6.1
O=C(NC(Cc1ccccc1)C(=O)O)/C(=C/c1ccco1)NC(=O)c1cccc([N+](=O)[O-])c1 (stereo not drawn)	0.3	3.2	100.0	-3.5	-2.0	0.3	-1.2	0.8	0.1	-13.3

3 of the entries above in order of their number in MC4R barr agon, high to low.
Compound | MC4R barr agon
CSc1sc(C(=O)Nc2ccc(F)cc2F)c2c1C=CCC2 | 2.6
CCNC(=S)N1CCN(C(=O)C(Cc2ccccc2)NC(C)=O)CC1 (stereo not drawn) | 0.8
Nc1cc2sc(-c3ccc(C(=O)O)cc3)nc2cc1Cl | -0.6

More records follow:
SMILES	aDG glyco up	HTR2A ag	ABCB6 inh MLPCN	H9c2 protect	hiPSC survival	Glyco luc inh	MC4R antag cAMP	MC4R barr agon	ABHD5-PLIN5 inh	Exocytosis inh
Fc1ccc(-n2cc(-c3ccccc3)[n+]3c2SCC3)cc1	-0.4	-1.1	101.0	-7.7	0.2	2.4	7.0	-4.2	-0.5	-5.8
CCOC(=O)c1c(C)c(C(=O)NCc2cccnc2)c(C)n1C	-0.1	2.7	100.0	4.8	-1.8	2.0	2.2	0.3	-0.9	-2.2
Cc1noc(C)c1C(=O)N1CCN(S(=O)(=O)c2ccc(F)cc2)CC1	-0.1	-1.2	93.0	-1.6	1.1	1.4	5.8	-2.5	-2.3	2.8
Brc1cccc(-c2nnc3sc(CN4CCCCC4)cn23)c1	0.0	-1.9	100.0	-2.6	-0.5	0.7	-0.9	0.1	-4.2	1.6
CC1SC(c2ccc(Cl)cc2Cl)NC1=O (stereo not drawn)	0.7	1.7	93.0	-1.6	-1.9	0.9	0.8	-0.5	-2.6	4.1
Cc1ccc(S(=O)(=O)N2CCCC(C(=O)Nc3ccc(NC(=O)c4ccccn4)cc3)C2)cc1 (stereo not drawn)	0.5	9.0	93.0	11.8	0.7	-3.5	-1.5	0.8	6.7	-1.2
NC(=O)c1nsc(C(=O)N(Cc2ccco2)C(C(=O)NC2CCCC2)c2ccc(O)cc2)c1N (stereo not drawn)	0.0	-4.5	102.0	48.2	-0.9	-2.5	4.0	-1.7	-3.3	10.6
COc1ccc(C(=O)N2CCCC(C(=O)N3CCCCCC3)C2)cc1 (stereo not drawn)	0.2	4.0	98.0	0.6	-0.5	-0.3	0.5	-2.5	1.4	1.9
CC1(C)Cc2cccc(OCC(=O)OCC(=O)c3ccccc3)c2O1	0.0	1.6	92.0	4.6	-2.3	1.2	-0.3	1.2	5.3	2.4
CC(=O)N1c2ccccc2C2(O)N=C(C)SC12 (stereo not drawn)	-0.2	7.1	102.0	1.3	1.0	1.0	6.5	-0.1	-65.0	-5.4
O=C(Nc1ccccn1)c1ccc(Br)s1	-0.1	2.5	93.0	-6.9	0.2	-3.8	30.6*	1.9	-8.6	2.0
O=C(O)c1ccc(C(S(=O)(=O)c2ccccc2)S(=O)(=O)c2ccccc2)cc1	-0.3	0.8	100.0	4.0	-3.8	-1.1	-2.5	-2.9	-5.0	11.1
CCn1c(CNC(=O)c2cccc(C)c2)nnc1SCC(=O)NC1CCCCC1C (stereo not drawn)	0.2	-1.7	90.0	-0.6	1.4	-1.9	-3.1	1.9	1.9	-2.5
O=C1NC(=O)C2(CCCc3ccc([N+](=O)[O-])cc32)N1 (stereo not drawn)	-0.6	1.9	101.0	4.9	-2.3	2.8	12.8	2.4	4.7	-3.1
CCNC(=O)C1(C)CCCN(C(=O)c2c(C)noc2C)C1 (stereo not drawn)	-0.1	-1.9	88.0	-1.4	-1.0	-3.2	2.8	0.8	-0.3	-7.3
c1coc(CN=C2NC(=NCc3ccco3)c3ccccc32)c1	0.1	-4.0	87.0	1.3	-0.6	-2.4	-1.2	-0.1	6.2	-1.4
CCNc1nc(NCC)n2c(SCC(=O)Nc3c(C)cccc3C)nnc2n1	0.0	4.1	97.0	3.1	0.0	-0.1	13.2	-2.3	5.0	-0.1
CCC(=O)Nc1ccc(OC)cc1OC	0.2	3.2	100.0	0.0	0.1	1.2	2.7	-2.0	-5.5	-1.1
COc1ccccc1C(=O)NC1CCSc2ccccc21 (stereo not drawn)	0.4	4.2	96.0	-5.9	-0.6	.	6.1	-1.3	-4.2	-2.5
Nc1nc(NCCO)nc(N2CCCCCC2)c1[N+](=O)[O-]	-0.2	7.1	94.0	-5.8	-0.3	0.0	-3.5	-1.1	2.9	-4.4
N#Cc1ccc(NC(=O)Cn2cnc([N+](=O)[O-])c2)cc1	0.0	3.0	100.0	-0.2	-0.8	2.3	20.1	-0.2	6.5	-3.3
CCCCNC(=O)Nc1ncn[nH]1	0.0	1.4	106.0	-1.1	1.1	0.0	5.2	1.2	-13.3	-4.3
CN(C)C(CNC(=O)CCC(=O)c1ccc(Br)cc1)c1ccccc1 (stereo not drawn)	0.1	-2.5	96.0	-4.1	1.6	0.2	19.2	-1.6	0.3	20.5
c1cc2c3c(cccc3c1)-c1cnccc1-2	-0.2	-2.3	102.0	-2.3	-1.6	3.5	5.6	-2.7	10.2	-2.6
COc1ccc(N2CCN(C(c3cccs3)C(C)NS(C)(=O)=O)CC2)cc1 (stereo not drawn)	-0.3	6.1	102.0	0.3	-3.3	0.4	12.4	-1.4	0.9	1.0
Cc1sc(NC(=O)c2ccco2)c(CN2CCN(Cc3ccccc3)CC2)c1C	0.3	-4.9	102.0	4.5	-1.5	-3.8	20.7	-1.1	-3.0	1.1
CC(C)(C)c1ccc(C(=O)Nc2cccc(C(=O)N3CCOCC3)c2)cc1	-0.4	5.5	98.0	-13.6	-0.6	-7.4	-3.0	3.5	0.5	-2.5
CC(=O)Nc1c(I)c(NC(C)=O)c(I)c(C(=O)O)c1I	-0.1&0.0	4.4&-2.3	95.0&102.0	-2.4&0.8	0.9&-1.0	0.2&1.2	7.1&-9.6	0.0&1.3	0.8&-9.1	-11.4&5.7
COc1ccc(OC)c(C2CC(c3ccccc3)=NN2C(=S)Nc2ccccc2)c1 (stereo not drawn)	-0.4	1.9	99.0	4.6	-0.4	14.1	-5.0	-0.6	-2.0	-11.8
CCOC(=O)N1CCN(c2ncnc3scc(-c4ccccc4)c23)CC1	0.2	-3.2	98.0	1.2	-0.4	-5.7	16.7	-0.9	-10.7	-7.0
Cc1ccc[n+](CC(=O)c2ccc(NC(=O)c3ccccc3)cc2)c1	-0.2	-2.9	100.0	-2.2	2.5	0.1	15.5	-1.1	-2.1	-1.1
S=C(NCc1cccnc1)Nc1ccc(Oc2ccc(Cl)cc2)cc1	0.3	2.1	96.0	-7.5	-0.4	-3.3	-0.4	0.9	10.2	3.2
CC1CN(c2ccc([N+](=O)[O-])cc2C#N)CC(C)O1 (stereo not drawn)	-0.1	3.3	?	1.7	0.4	0.9	-12.0	-3.6	-3.1	-1.8
Cc1ccc(NC(=O)N(Cc2cccnc2)Cc2ccco2)cc1C	0.5	-5.6	95.0	0.0	-2.5	-3.1	14.5	0.5	-6.5	-2.1
